From PubChem BioAssay
OXTR ag = agonists of human oxytocin receptor. actives 0.32% (n = 320,000). CHO-OTR cells, Fluo-8 calcium fluorescence; normalized: DMSO 0%, oxytocin 100%. activation, % at 3 µM;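 active means activation above the mean of all tested compounds plus 3 SD, cutoff set per screening run, cut at about 20% in these data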;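 further: peak over basal fluorescence ratio from a 100 s FLIPR kinetic read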
PHOSPHO1 block = inhibitors of human PHOSPHO1 phosphatase. Q8TCT1. inhibition, % at 13.3 µM. actives 1.1% (n = 290,000). recombinant PHOSPHO1, absorbance phosphatase assay; in the data active means inhibition above about 60%
Target sequence (Q8TCT1 whole entry, looked up): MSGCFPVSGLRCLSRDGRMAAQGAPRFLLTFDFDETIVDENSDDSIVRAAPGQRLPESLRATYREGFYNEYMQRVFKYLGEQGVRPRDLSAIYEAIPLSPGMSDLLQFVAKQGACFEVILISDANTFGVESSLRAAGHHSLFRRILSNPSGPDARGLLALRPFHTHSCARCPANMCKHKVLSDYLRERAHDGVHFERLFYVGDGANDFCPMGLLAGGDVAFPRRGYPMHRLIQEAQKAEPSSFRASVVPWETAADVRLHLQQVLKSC
MEKK3 PB1 HTS = MEKK3-MEK5 PB1 interaction, increase or decrease. Q99759. bead-based flow cytometry, Alexa488-MEK5 binding to MEKK3; actives lie on both sides; 0 = blocked by unlabeled MEK5, 100 = vehicle. binding response (% of control), % at 10 µM. actives 1.4% (n = 290,000);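 active means binding response more than 3 SD above or below the average of its plate-row segment, actives on both sides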;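 further: Alexa488 bead fluorescence after subtracting the streptavidin-only scavenger bead signal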
Target sequence (Q99759 whole entry, looked up): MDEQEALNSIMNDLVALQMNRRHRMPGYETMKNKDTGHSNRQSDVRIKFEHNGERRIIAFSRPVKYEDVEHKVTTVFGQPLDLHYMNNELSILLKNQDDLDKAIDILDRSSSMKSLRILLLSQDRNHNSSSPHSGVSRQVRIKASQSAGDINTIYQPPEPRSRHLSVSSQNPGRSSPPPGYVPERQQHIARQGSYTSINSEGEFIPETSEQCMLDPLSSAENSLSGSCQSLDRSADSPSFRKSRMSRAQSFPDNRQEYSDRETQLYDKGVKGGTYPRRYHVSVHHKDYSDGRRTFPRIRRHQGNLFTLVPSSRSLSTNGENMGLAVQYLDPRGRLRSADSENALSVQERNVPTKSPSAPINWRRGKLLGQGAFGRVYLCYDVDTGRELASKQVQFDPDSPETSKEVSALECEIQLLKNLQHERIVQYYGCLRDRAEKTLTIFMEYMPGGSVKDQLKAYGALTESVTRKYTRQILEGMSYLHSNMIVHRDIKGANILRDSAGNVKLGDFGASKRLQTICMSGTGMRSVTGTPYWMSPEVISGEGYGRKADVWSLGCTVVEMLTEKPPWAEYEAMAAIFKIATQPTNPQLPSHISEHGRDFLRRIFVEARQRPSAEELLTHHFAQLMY
M18AAP inhibitor = PfM18AAP enzyme inhibition. AID 1822. actives 1.2% (n = 290,000). inhibition, % at 7.35 µM. recombinant PfM18AAP, H-Glu-NHMec fluorogenic cleavage;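 active means inhibition above the campaign mean inhibition over all tested compounds plus 3 SD, cut at about 28% in these data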;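 further: 0% = plate median of test compound wells and 100% = 2 mM ZnCl2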
DNA FID counter = counter-screen for HCV NS3 helicase inhibitors: DNA intercalator displacement; DNA fluorescent intercalator displacement, fluorescence; inhibition, % at 7.9 µM; actives 0.17% (n = 290,000); in the data active means inhibition above about 37%;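 further: 0% = vehicle and 100% = reference compound; higher means more ethidium bromide displaced from hairpin DNA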
NALP1 inh = blocks the NALP1 inflammasome reconstituted in yeast; S. cerevisiae NALP1/ASC/caspase-1 growth, X-gal OD620, 72 h; inhibition, % at 10 µM; actives 0.61% (n = 280,000); in the data active means inhibition mostly above about 24%, no sharp cut-off; inactive means mostly below about 32%; further: some compounds called inactive have numbers as strong as hits
MEKK2 mut-MEK5 = signal of MEK5 binding to mutant human MEKK2 PB1 domain. AID 1530. actives 0.35% (n = 290,000). percent response, % at 10 µM. bead flow cytometry, Alexa488-MEK5 binding to MEKK2 mutant; in the data active means percent response above about 24%, passing the limit was not always enough; further: inactives centre near 1; some results filed as inactive read as strong as hits; reference of the scale not given here
GPR7 antag = blocks human GPR7 receptor signaling; inhibition, % at 4.4 µM; GPR7-expressing cells, fluorescence antagonist assay; P48145; actives 1.1% (n = 290,000); in the data active means inhibition above about 16%, passing the limit was not always enough;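 further: cells stimulated with the agonist NPW; 0% = agonist with vehicle and 100% = vehicle without agonist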
MEKK2 WT-MEK5 = raises or lowers MEK5 binding to wildtype human MEKK2 PB1 domain | actives 1.1% (n = 290,000) | binding response (% of control), % at 10 µM | AID 1531 | bead flow cytometry, Alexa488-MEK5 binding to MEKK2 WT; actives lie on both sides; in the data active means binding response below about 67% or above about 130%
An asterisk follows results filed as active; nt = not tested or not shown. The order is random, and some 6.2% of all compounds hit somewhere here.

SMILES	OXTR ag	PHOSPHO1 block	MEKK3 PB1 HTS	M18AAP inhibitor	DNA FID counter	NALP1 inh	MEKK2 mut-MEK5	GPR7 antag	MEKK2 WT-MEK5
COc1ccc(CNC(=O)C2(CC3CC(c4ccccc4)=NO3)CCN(C(=O)Cc3ccc(F)cc3)CC2)cc1 (stereo unspecified)	0.3	nt	102	nt	nt	nt	-1	nt	99
OC(COc1ccc2cc(Br)ccc2c1)CN1CCOCC1 (stereo unspecified)	14	-32	97	7	-1	0	4	14	101
O=S1(=O)CCN(C(CO)c2ccccc2)CC1 (stereo unspecified)	-0.3	11	105	0	2	-16	-3	-20	100
O=C(Nc1ccc(NC(=O)c2ccco2)nc1)c1cccc(F)c1	3.5	24	105	-4	-5	9	1	-12	100
COC(=O)c1cc(C)nc(N)c1C#N	-0.2	23	97	6	-4	12	-9	-1	99
O=C(Cn1cc(C(F)(F)F)ccc1=O)NCc1ccc(F)cc1	0.0	26	102	3	-4	2	-4	-7	97
CCCCOCCCN1CC(=O)N2[C@@H](Cc3c([nH]c4ccccc34)C2(C)C)C1=O	0.7	20	109	-8	-43	14	2	-30	106
COC(=O)c1cc(Br)c(=O)n(-c2ccccc2OC)c1	-1.0	-8	107	2	-5	-2	3	-1	107
O=C(CNC(=O)c1ccccc1Br)N/N=C/c1ccco1	0.4	40	106	-3	-3	16	-1	-15	106
O=C1C2C3C=CC(C3)C2C(=O)N1/N=C/c1cn(Cc2ccc(F)cc2)c2ccccc12 (stereo unspecified)	1.4	22	97	-2	-1	20	2	-1	99
OC(c1ccc(Cl)cc1Cl)C(Cc1cccnc1)n1cncn1 (stereo unspecified)	1.4	15	89	6	-9	6	-3	-4	98
O=C(O)C1C2CCC(C2)C1C(=O)NCCc1ccc(F)cc1 (stereo unspecified)	-0.2	9	100	-5	-3	8	-4	7	100
Cc1cccn2cc(-c3ccc(S(=O)(=O)N4CCOCC4)cc3)nc12	1.2	27	100	-9	-19	7	-1	-9	95
CC1(C)CC(=NO)CC(C)(C)N1	0.7	5	102	0	3	23	1	12	103
COc1cccc2c3c(c(C)nc12)CCN3c1ccccc1	2.2	-1	103	11	10	8	6	1	108
COc1ccc(NC(=O)C(NCC(C)C)c2ccccc2)cc1Cl (stereo unspecified)	-1.7	40	101	-9	7	11	3	-9	98
Cc1sc(/N=C/c2ccccc2O)c(C#N)c1C	-0.5	17	nt	36*	1	-1	nt	-9	nt
CCCn1c(NCc2cc(C)ccc2O)nc2ccccc21	0.1	17	103	30*	7	17	0	-1	104
CCOC(=O)c1ccc(Nc2ncnc3c2cnn3C)cc1	1.3	-4	93	-3	-6	4	-5	-16	93
CN(c1ccccc1)S(=O)(=O)c1ccc(NC(=O)c2ccccc2)cc1	3.0	7	93	2	-21	24	-1	5	108
O=C(COc1ccc2c3c(c(=O)oc2c1)CCC3)NCc1ccncc1	1.0	53	99	6	-16	-10	4	-10	98
CC(NC(=O)Nc1ccc(O)cc1)(C(F)(F)F)C(F)(F)F	0.0	2	103	4	-15	-22	16	-10	102
Cc1nn(CC(=O)Nc2ccc(Br)cc2F)c(=O)c2cccn12	0.1	33	100	4	-3	-1	1	-16	98
C=CCn1c(SCC(=O)NC2CC2)nc2sc(CC)cc2c1=O	-0.2	28	104	-7	-13	19	-2	-7	99
CCN=C(NCC)SC1CC(=O)N(c2cccc(OC)c2)C1=O (stereo unspecified)	0.0	7	102	4	-7	10	7	-3	101
SMILES	OXTR ag	PHOSPHO1 block	MEKK3 PB1 HTS	M18AAP inhibitor	DNA FID counter	NALP1 inh	MEKK2 mut-MEK5	GPR7 antag	MEKK2 WT-MEK5
COc1ccc(-n2c(CNC(=O)c3ccc(S(=O)(=O)N4CCCC4)cc3)n[nH]c2=S)cc1	0.8	-67	117	18	-13	14	16	-10	122
O=C1CCCN1CCC1CCCCN1Cc1nc(-c2cnccn2)no1 (stereo unspecified)	0.3	47	101	-13	-7	-8	0	-8	98
COc1cc(CN2CCCC(N3CCN(c4ccccc4C)CC3)C2)cc(Cl)c1O (stereo unspecified)	-0.2	30	107	4	-1	-1	9	-4	119
COc1ccc(O)c(-c2cn[nH]c2-c2cccs2)c1	0.7	0	96	21	0	13	1	20*	93
Cc1nn(C)cc1/C=C1\CCC/C(=C\c2cn(C)nc2C)C1=O	-1.8	13	105	12	-29	18	5	5	107
O=C(CCn1c(=O)oc2ccccc21)Nc1ccon1	0.6	34	74	14	2	-120	2	-1	106
CCCCNc1c([N+](=O)[O-])cc(C)cc1[N+](=O)[O-]	-1.0	28	109	4	-4	-2	6	-4	109
C=C(C)CSc1nnc(-c2cc(OC)c(OC)c(OC)c2)n1N	0.8	21	90	-8	-8	-1	-7	-4	92
CCn1c(SCC(=O)Nc2nc(-c3ccc(C)cc3)cs2)nnc1-c1ccccc1O	4.5	14	107	1	-15	44	0	4	96
CC(=O)N1c2ccccc2CCc2ccc(N)cc21	-0.6	14	100	-1	-1	12	10	0	96
Cc1cc(OCc2ccc(F)cc2)nc(-c2ccccc2O)n1	0.2	-10	107	2	0	10	5	-12	111
O=C(CSc1nnc(CN2CCCCCC2=O)n1-c1ccccn1)NCC(F)(F)F	0.4	19	108	0	-3	28	9	5	106
COc1cccc(N2C(=O)C3NN=C(C(=O)CN4C(=O)c5ccccc5C4=O)C3C2=O)c1 (stereo unspecified)	-0.7	4	87	10	-7	-1	-8	-8	82
c1ccc(-c2nc(NCc3ccco3)c3ccccc3n2)cc1	-1.6	-4	105	-5	5	4	-3	-10	97
CC(C)CC(C)c1cc(N)nc2nc3ccccc3n12 (stereo unspecified)	-1.6	28	99	-7	4	-8	-3	-6	99
Cn1c(SCC(=O)N2CCc3ccccc3C2)nnc1-c1cccs1	-0.6	-27	102	-12	-22	nt	-3	-4	95
CCOc1ccccc1NC(=S)N1CCN(c2cccc(OC)c2)CC1	-1.1	32	101	4	-16	-17	-2	-3	96
CC1=[N+](C)N(c2ccccc2)C(=O)C1N=Cc1ccccc1Cl (stereo unspecified)	0.6	5	106	0	2	29	0	-1	98
Cc1occc1-c1nnc(SCC(=O)NC(=O)NC(C)C)n1N	-0.1	21	94	3	2	7	0	-9	95
C=CCn1c(COc2ccc(CC)cc2)nnc1SCC(=O)NC1CCS(=O)(=O)C1 (stereo unspecified)	-1.7	12	97	-1	-20	0	0	-4	100
CCC(=O)N1CCc2cc(S(=O)(=O)N(CC)c3cccc(C)c3)ccc21	3.5	8	nt	0	-11	-1	nt	-9	nt
COc1ccc(C(=O)NCc2nnc(SCC(=O)N3CCc4ccccc43)n2C2CCCCC2)cc1	-1.1	-12	102	2	-5	13	7	-5	96
Cc1ccc(C(=O)CC(Nc2ccc(F)cc2)c2ccccc2)cc1 (stereo unspecified)	-2.2	-6	104	-2	-3	17	19	-15	104
COc1ccccc1NC(=S)N1CCC(C(=O)c2ccc(F)cc2)CC1	1.0	-3	103	0	-8	5	3	-3	105
COc1ccc(/C=C/C(=O)c2cc(F)ccc2OC(=O)c2ccccc2C)cc1OC	-0.9	5	150*	-4	-21	28	0	17	108
SMILES	OXTR ag	PHOSPHO1 block	MEKK3 PB1 HTS	M18AAP inhibitor	DNA FID counter	NALP1 inh	MEKK2 mut-MEK5	GPR7 antag	MEKK2 WT-MEK5
CC(Oc1cc(F)ccc1[N+](=O)[O-])C(=O)N(C)CC(=O)Nc1ccccc1C(F)(F)F (stereo unspecified)	0.4	5	105	-4	7	14	0	-7	103
NC(=O)CSc1ncc(-c2ccc([N+](=O)[O-])cc2)[nH]1	-0.8	-29	93	-5	-3	40	-9	-21	91
Fc1ccc(NC(=S)Nc2cccc3ccccc23)cc1F	2.2	-10	108	10	3	1	12	-1	112
c1ccc(CCNc2nc(-c3ccccn3)nc3ccccc23)cc1	-1.9	-6	95	-4	1	7	-1	-5	101
COc1ccc(-c2csc3nc(C(C)C)oc(=O)c23)cc1OC	1.0	37	100	-2	-12	18	3	-7	103
O=C(c1ccc(Cl)cc1)n1c(NCc2ccccc2)n[nH]c1=S	-0.2	-90	101	-4	-3	20	-6	-6	90
CCN(CC)S(=O)(=O)c1ccc(-c2nnc(SCc3nnc(-c4ccccc4)o3)o2)cc1	0.9	-2	103	3	-1	-23	3	-7	102
COc1ccc(S(=O)(=O)n2nc(OC(C)=O)cc2N)cc1	0.5	22	107	13	-5	1	5	-11	105
Cn1c(SCC(=O)N2CCN(c3ccccc3)CC2)nnc1-c1ccccc1	-0.6	21	96	0	-22	-6	1	2	99
Cc1ccc(C)c(NC(=O)c2cc(-c3cc(C)c(C)cc3O)n[nH]2)c1	-1.0	-5	104	7	-9	1	8	-2	106
O=C(NCCNC1CCCCC1)c1ccco1	0.0	23	102	-3	-3	20	3	-18	104
Cc1ccc2oc(/N=C(\N)NC(=O)C(C)(C)C)nc2c1	-1.6	41	89	0	-2	15	-24	-13	82
COc1cc(CC(=O)O)c(C(C)=O)cc1OC	1.2	24	104	6	3	3	3	-9	101
Cc1cc(C)n(-c2nc3ccccc3nc2N2CCN(S(=O)(=O)c3ccc(F)c(C)c3)CC2)n1	-1.4	-27	100	2	-2	15	1	-10	91
CC(C)CC(CC(C)C)=NNC(=O)c1ccc(CSc2nncn2C)cc1	-0.1	21	105	1	-20	1	-9	-5	90
COc1cc(O)c(C(=O)/C=C/c2ccccc2)c(OC)c1	-0.7	0	105	2	-3	nt	3	0	107
COc1cc2c(cc1O)CCN(C(=O)c1ccco1)C2C (stereo unspecified)	0.7	-5	84	-2	-12	-7	1	0	100
Cc1c(/C=N/n2cnnc2)c2ccccc2n1CCOc1ccc(Cl)cc1	1.1	6	99	-3	-10	-5	-3	7	98
CC(C)NC(=O)COC(=O)c1cncc(Br)c1	1.6	-9	91	-2	9	-8	-3	1	94
COCCNC(=O)c1ccc2c(c1)ncn2-c1ccc(C)c(Cl)c1	0.4	38	98	-1	-32	-9	1	0	105
CC(C)(C)SCCNC(=O)COc1ccc(Cl)cc1	-1.1	6	96	1	-20	-2	-5	-15	100
CCn1nccc1C(=O)NC1=C(C#N)CCC1	0.4	-14	103	-5	-5	11	4	-12	109
Cc1cc(NC(=O)NC(C)(C(F)(F)F)C(F)(F)F)no1	-2.1	44	103	2	-6	0	-1	-13	101
CN(C)C(=S)SCC(=O)NC(=O)NC(C)(C)C	-0.2	20	102	-1	-3	-1	-1	-3	102
C=CCn1c(CNC(=O)c2ccco2)nnc1SCC(=O)c1ccccc1	0.2	-64	100	12	-11	4	-5	-12	98
Cc1ccccc1OCC(=O)OCC(=O)NCC1CCCO1 (stereo unspecified)	0.3	40	106	-3	-1	26	-5	-5	99
COc1ccccc1N(C)S(=O)(=O)c1ccc(C(=O)N(CC(N)=O)C(C)C)cc1	0.5	-14	108	-7	-13	6	6	-8	104
O=C(NC1CC1)c1sc2cc([N+](=O)[O-])ccc2c1Cl	1.8	2	103	-5	9	24	0	-8	101

Profiles as entered above. Screens in order: OXTR ag	PHOSPHO1 block	MEKK3 PB1 HTS	M18AAP inhibitor	DNA FID counter	NALP1 inh	MEKK2 mut-MEK5	GPR7 antag	MEKK2 WT-MEK5
CN(C)C(=S)SCC(=O)NC(=O)NC(C)(C)C is listed with -0.2	20	102	-1	-3	-1	-1	-3	102
NC(=O)CSc1ncc(-c2ccc([N+](=O)[O-])cc2)[nH]1 is listed with -0.8	-29	93	-5	-3	40	-9	-21	91
C=CCn1c(CNC(=O)c2ccco2)nnc1SCC(=O)c1ccccc1 is listed with 0.2	-64	100	12	-11	4	-5	-12	98
Cc1ccc2oc(/N=C(\N)NC(=O)C(C)(C)C)nc2c1 is listed with -1.6	41	89	0	-2	15	-24	-13	82
O=C(NC1CC1)c1sc2cc([N+](=O)[O-])ccc2c1Cl is listed with 1.8	2	103	-5	9	24	0	-8	101
